Menin-MLL TR inh: inhibitors of human menin-MLL interaction, mutant MLL peptide; hit rate 0.23% among 270,000; AID 1768; Menin + Texas Red MLL mutant peptide, fluorescence polarization; O00255; Potency, µM (series often up to 61.6 µM), for the others: at the highest dose FP activity change, negative = inhibition, most hits filed as inhibitors; active = well fitted inhibition curve with a large enough effect in the polarisation, with a control signal flat, not every such curve was filed as active; inconclusive = small, poorly fitted or top-dose-only effect, or effect the other way, or a change in a side signal; inactive = no such curve, though single readings can be large or run the other way; the % refers to the polarisation; also: potency is read from the fitted curve at half-maximal effect; % of control where 0% means no effect; many of its hits are not listed in these tables
Target sequence (O00255 whole entry, looked up): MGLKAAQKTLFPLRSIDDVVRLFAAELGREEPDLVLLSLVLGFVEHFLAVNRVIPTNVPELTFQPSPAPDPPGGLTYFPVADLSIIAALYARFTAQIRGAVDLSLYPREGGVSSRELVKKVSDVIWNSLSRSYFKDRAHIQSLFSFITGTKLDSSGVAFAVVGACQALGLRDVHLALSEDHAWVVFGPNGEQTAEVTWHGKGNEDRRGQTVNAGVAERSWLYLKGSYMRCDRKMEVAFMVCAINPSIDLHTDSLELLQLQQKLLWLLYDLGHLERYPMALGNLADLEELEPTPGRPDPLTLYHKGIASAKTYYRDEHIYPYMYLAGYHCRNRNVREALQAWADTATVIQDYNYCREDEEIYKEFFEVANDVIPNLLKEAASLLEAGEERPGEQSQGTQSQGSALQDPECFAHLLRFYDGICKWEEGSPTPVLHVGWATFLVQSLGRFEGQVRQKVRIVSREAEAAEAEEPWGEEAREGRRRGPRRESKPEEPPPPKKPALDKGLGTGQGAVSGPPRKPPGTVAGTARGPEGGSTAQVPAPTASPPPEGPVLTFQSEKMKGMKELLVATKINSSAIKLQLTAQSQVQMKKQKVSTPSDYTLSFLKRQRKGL
BRCA1 expr up: activators of BRCA1 expression; MCF7-BRCA1-FFLuc reporter, luminescence, 48 h; response scale: scaled: vehicle 0%, 10 µM genistein 100%; Potency, µM (doses to about 46.1 µM), inactives show at the top dose activation, actives largely listed as activators; hit rate 1.1% among 380,000; AID 624202; also: potency is read from the fitted curve at half-maximal effect; nearly all actives have a fitted effect of over 80% in size; some results filed as inactive show a strong effect at the top dose
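First, MCF7-BRCA1-FFLuc cells (2000/well) attach for 2 h; next, compounds are pin-added and incubated 48 h at 37 °C; finally, luciferase reagent is added and luminescence read after 15 min.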
Rab9 prom act: Rab9 promoter activation. Huh7 Rab9 promoter-luciferase reporter, luminescence, 24 h. Potency, µM (titrated, usually from 9.22 µM), for the others: at the top dose activation, negative = inhibition, most hits filed as activators. hit rate 2.8% among 320,000. AID 485297; also: potency is read from the fitted curve at half-maximal effect; % of control where 0% means no effect; nearly all actives have a fitted effect of over 60% in size
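Steps: seed 1500 Huh7 Rab9-luc cells per well, rest 2 h at 37 °C; add compound in DMSO; incubate 24 h; add luciferase reagent, 10 min ambient; read luminescence.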
ELG1 genotox: inducers of genotoxicity in HEK293T ELG1-luciferase cells. HEK293T ELG1-luciferase reporter, luminescence, 16 h. Potency, µM (highest dose often 46 µM), without a hit: top-dose activity change, positive = activation, usual class: activators. hit rate 1.3% among 330,000. AID 504466; also: potency is read from the fitted curve at half-maximal effect; % of control where 0% means no effect; nearly all actives have a fitted effect of over 60% in size
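Reporter readout depends on ELG1 protein level, which increases with genetic stress. After 16 hr compound exposure at 37 °C, luciferase activity was quantified using ONE-Glo.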
Gal4-VP16 FLuc: inhibits Gal4-VP16 luciferase reporter, ROR gamma counter-screen. Potency, µM (titrated, usually from 53.6 µM), for the others: at the top dose activity, negative = inhibition, usual class: inhibitors. AID 2546. Drosophila S2 Gal4-VP16 UAS-luciferase, luminescence, 20 h. hit rate 3.5% among 310,000;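 also: Gal4-VP16 expression switched on by copper sulfate through the metallothionein promoter; potency is read from the fitted curve at half-maximal effect; % is scaled to controls: 0 for no effect and ±100 for the full control effect; nearly all actives have a fitted effect of over 50% in size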
RORg inh: inhibitors of mouse ROR gamma transcriptional activity; P51450; Drosophila S2 Gal4-RORgamma UAS-luciferase reporter, 20 h; Potency, µM (doses to about 53.6 µM), without a hit: top-dose activity change, negative = inhibition, hits mostly inhibitors; hit rate 5.4% among 310,000; also: potency is read from the fitted curve at half-maximal effect; % is scaled to controls: 0 for no effect and ±100 for the full control effect; nearly all actives have a fitted effect of over 60% in size
Target sequence (P51450 whole entry, looked up, the tested form may be a part): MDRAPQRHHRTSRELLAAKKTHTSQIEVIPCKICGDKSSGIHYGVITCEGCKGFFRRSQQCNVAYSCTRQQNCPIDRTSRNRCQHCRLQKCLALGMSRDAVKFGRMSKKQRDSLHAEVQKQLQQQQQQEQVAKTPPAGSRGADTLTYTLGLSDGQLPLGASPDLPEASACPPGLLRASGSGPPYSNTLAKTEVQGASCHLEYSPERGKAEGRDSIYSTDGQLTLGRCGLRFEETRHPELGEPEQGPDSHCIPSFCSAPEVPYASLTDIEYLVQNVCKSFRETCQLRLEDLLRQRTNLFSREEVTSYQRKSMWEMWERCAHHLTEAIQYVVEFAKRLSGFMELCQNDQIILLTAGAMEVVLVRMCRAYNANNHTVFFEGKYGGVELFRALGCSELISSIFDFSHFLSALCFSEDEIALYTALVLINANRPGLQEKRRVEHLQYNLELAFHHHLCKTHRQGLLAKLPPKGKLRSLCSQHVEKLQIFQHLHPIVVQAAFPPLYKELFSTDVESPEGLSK
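Stably transfected Drosophila Schneider cells are the test system, with ROR gamma fused to Gal4 and luciferase under UAS control; luminescence is read after 20 hr of 700 uM copper sulfate induction at ambient temperature.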
PKM2 activator: PKM2 (human) enzyme activation | P14618 | purified PKM2, Kinase-Glo ATP luminescence, activation; response scale: 0% is enzyme alone, no compound | Potency, µM (titrated, usually from 57.5 µM), for inactives: at the highest dose activation, most hits filed as activators | hit rate 0.34% among 260,000; also: potency is read from the fitted curve at half-maximal effect; % is scaled to controls: 0 for no effect and ±100 for the full control effect; nearly all actives have a fitted effect of over 55% in size
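Purified hPK-M2 (>95%) run at intermediate activity with 0.1 mM ADP and 0.5 mM PEP in 50 mM imidazole pH 7.2, KCl, MgCl2; 1 h room temperature. ATP formed read by Kinase-Glo luminescence; normalized to uninhibited and no-enzyme controls.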
p53 reactivator: re-activators of mutant p53. Potency, µM (top dose mostly 92.2 µM), for the others: at the highest dose activity change, positive = activation, most hits filed as activators. AID 504706. H1299 p53-A138V BP100-luciferase reporter, luminescence, 24 h. hit rate 0.063% among 320,000; also: potency is read from the fitted curve at half-maximal effect; % of control where 0% means no effect; nearly all actives have a fitted effect of over 45% in size
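p53-null H1299 cells stably carrying temperature-sensitive p53-A138V and a BP100-luciferase reporter were pinned with compounds (4-point, 1:5 series) and held 24 hrs at 37 deg C. Luminescence was read 10 min after detection reagent.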
NPC1 promoter act: activators of NPC1 promoter | Potency, µM (series often up to 9.22 µM), for the others: top-dose activation, hits mostly activators | Huh7 NPC1 promoter luciferase reporter, 24 h | hit rate 2.4% among 320,000;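 also: potency is read from the fitted curve at half-maximal effect; % of control where 0% means no effect; nearly all actives have a fitted effect of over 60% in size; reporter is driven by a mutant NPC1 promoter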
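Quantitative HTS used a cell-based reporter: Huh7 cells stably bearing the NPC1 promoter upstream of luciferase were treated with compounds for 24 h, and promoter activation was read as luminescence.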
FLuc modulator: inhibits or activates purified firefly luciferase, miR-21 counter-screen | purified FLuc, Km substrates, luminescence inhibition | Potency, µM (highest dose often 57.5 µM), without a hit: at the highest dose activity change, negative = inhibition, usual class: inhibitors | hit rate 6.9% among 360,000 | AID 588342;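 also: potency is read from the fitted curve at half-maximal effect; plate controls were vehicle for no effect and reference inhibitor for full effect; nearly all actives have a fitted effect of over 55% in size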
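Purified P. pyralis luciferase, 10 nM final, with Km-level 10 uM D-luciferin and 10 uM ATP in 50 mM Tris acetate pH 7.5, 10 mM Mg acetate, 0.01% Tween-20, 0.05% BSA; 6-point qHTS titration about 60 µM downward; luminescence read.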
Giardia kill: Giardia lamblia killing; Giardia lamblia trophozoite viability; activity change, % at 7.66 µM, hits read low; hit rate 0.15% among 340,000; in the data active = activity change below about -80%; inconclusive = between about -30% and that limit;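 also: parasites exposed to compound for two days anaerobically before the ATP read; % is scaled to controls: 0 for no effect and ±100 for the full control effect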
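Trophozoite viability was measured as ATP-dependent luminescence, read 15-30 min after reagent addition. Before that, parasites at 100 cells/well were exposed to compounds for 48 h, anaerobically, at 37 deg C.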
Active calls of the source: *; ? = inconclusive; · = not tested or not shown; & = joins results of further samples; [ ] = remark or other dose. Unless noted, calls follow the shape of the dose curve; as a rule, active = well fitted curve in the direction sought with a large enough effect; inconclusive = small, poorly fitted or top-dose-only effect, or another doubt; inactive = no such curve, though single readings can be large; an effect the other way counts as inactive or inconclusive. The list is partial; rates above refer to the full screens.

SMILES	Menin-MLL TR inh	BRCA1 expr up	Rab9 prom act	ELG1 genotox	Gal4-VP16 FLuc	RORg inh	PKM2 activator	p53 reactivator	NPC1 promoter act	FLuc modulator	Giardia kill
Cc1ccc2nc(C)c(C(=O)N/N=C/c3ccc(N4CCOCC4)cc3)cc2c1	9%	20%	16%	?	-28%	-40%	3%	-4%	6%	?	-8
COc1cccc(-c2nc(-c3ccc4c(c3)NC(=O)CO4)cs2)c1	?	10µM*	?	11%	?	32%	15%	2%	?	?	17
CS(=O)(=O)N(CC(=O)NCc1ccco1)c1ccc(OCc2ccccc2)cc1	14%	15%	-2%	-2%	-11%	17%	10%	4%	5%	-9%	12
C=CCc1cc(Cl)ccc1OCCCNC(C)CC (stereo not drawn)	1%	-46%	-8%	-6%	-2%	-2%	3%	-3%	1%	1%	-4
O=C(NC(Cc1ccccc1)C(=O)N1CCCC1C(=O)O)c1ccccc1 (stereo not drawn)	-8%	5%	6%	-4%	-3%	6%	-2%	1%	0%	0%	14
Cn1cc(CN2CCN(c3cnccn3)CC2)c(-c2cccc(Cl)c2)n1	-6%	-14%	1%	-6%	-8%	13%	?	-4%	0%	-1%	10
Cn1c(=O)n(CCc2ccccc2)c(=O)c2c1nc1n2CCCN1c1ccccc1	-3%	-25%	2%	1%	8%	-2%	-12%	-1%	9%	6%	4
CCN(CC)CCNC(=O)Cn1cnc2sc(C)c(S(=O)(=O)N3CC(C)CC(C)C3)c2c1=O (stereo not drawn)	-3%	-6%	1%	5%	-2%	-4%	-1%	2%	-3%	1%	?
c1ccc2c(OCCCN3CCCCCC3)cccc2c1	-11%	-20%	-8%	-13%	5%	-28%	-1%	3%	-1%	-2%	-6
Cc1ccc(C)n1-c1cccc(C(=O)O)c1	1%	·	-4%	-3%	·	-15%[0.365 µM]	0%	-16%	-3%	1%	·
CC1CN(C(=O)c2cccs2)CCN1C(=O)c1cccs1 (stereo not drawn)	2%	-7%	2%	0%	0%	14%	6%	-2%	4%	-1%	10
Cc1ccnc(N/C=C(\C#N)c2nc(-c3cccc(Br)c3)cs2)c1	-2%	-33%	-9%	10%	-3%[0.365 µM]	-35%	12%	2%	-5%	3%	0
O=C(/C=C/c1ccc(N2CCC(c3ccccc3)=N2)cc1)c1ccccc1	?	38%	20%	-2%	6%	27%	-1%	?	20%	15µM*	-4
CC(C)N(C(=O)COC(=O)[C@H](C)NC(N)=O)c1ccccc1	15%	14%	1%	0%	5%	-3%	0%	2%	-1%	2%	1
O=C(NCC(c1ccco1)N1CCCCC1)c1cccc(S(=O)(=O)Nc2ccc(F)cc2)c1 (stereo not drawn)	·	-21%	-4%	-5%	·	·	·	4%	-2%	-2%	18
CC(C)C(C(=O)NCC1CCCO1)N(Cc1ccco1)C(=O)CNS(=O)(=O)c1ccccc1 (stereo not drawn)	-5%	-4%	0%	1%	-5%	7%	-11%	0%	-3%	1%	-7
Cc1ccc(C)c(NC(=O)C2CCCN(S(=O)(=O)c3ccc4[nH]c(=O)ccc4c3)C2)c1 (stereo not drawn)	4%	9%	-4%	7%	3%	-28%	0%	·	5%	0%&-2%	-17
CCOC(=O)c1ccc(CC(=O)c2oc3cc(O)ccc3c2C)o1	12%	-4%	3%	2%	4%	7%	1%	22%	-2%	-11%	-6
Cc1cc([N+](=O)[O-])nn1CC(=O)N/N=C/c1ccc(O)cc1O	·	-58%	-19%	21%	-6%	?	-7%	13%	-13%	-2%	6
CCCNC(=O)CSc1nc(COc2ccccc2)nc2ccccc12	-19%	0%	0%	0%	1%	20%	1%	0%	-2%	0%	3
O=C1NCCN(Cc2cccc(Oc3ccccc3)c2)C1CC(=O)N1CCCCC1 (stereo not drawn)	·	-13%	10%	-5%	-3%	5%	-3%	-13%	-2%	0%	-15
C[N+](C)(C)CCN1C(=O)CSC1=O	·	-3%	-4%	3%	2%	-1%	-3%	?	-6%	0%	-1
CCOc1ccc(NC(=O)Cn2nnc(C(=O)NCCc3ccc(OC)c(OC)c3)c2N)cc1	17%	0%	5%	-1%	0%	1%	4%	-3%	2%	-1%	2
O=C(Nn1c(-c2ccccc2)nc2ccccc2c1=O)c1ccco1	-1%	10%	0%	-1%	2%	20%	7%	-2%	-16%	7%	2
CC(CC(=O)Nc1cc(C(F)(F)F)ccc1Cl)c1ccccc1 (stereo not drawn)	11%	-5%	3%	2%	-10%	20%	-7%	-5%	-4%	5%	-18

New compounds follow:
SMILES	Menin-MLL TR inh	BRCA1 expr up	Rab9 prom act	ELG1 genotox	Gal4-VP16 FLuc	RORg inh	PKM2 activator	p53 reactivator	NPC1 promoter act	FLuc modulator	Giardia kill
Cc1ccccc1C(=O)O/N=C(\N)c1ccncc1	-7%	56%	3.2µM*	?	?	?	7%	?	?	4.3µM*	1
CC1=NN(C(=O)c2csc(C)c2)C(O)(C(F)(F)F)C1 (stereo not drawn)	14%	-2%	-7%	1%	5.6µM*	3.5µM*	-3%	0%	-4%	3%	-7
CN(C)CCN(C(=O)/C=C/c1cccs1)c1nc2c(F)cc(F)cc2s1	3%	-82%	-2%	?	-87%	?	0%	-13%	-2%	2%	-6
Clc1nc(Cl)nc(NCCC2=CCCCC2)n1	1%	-1%	1%	7%	-1%	-6%	-3%	-2%	-4%	0%	3
Cc1ccc(S(=O)(=O)N2CCC(C(=O)Nc3ccccc3N3CCCC3)CC2)cc1C	·	-22%	2%	-7%	·	·	·	3%	8%	0%	7
CC(=O)N1CC2(C)CN(C(C)=O)CC(C)(C1)C2O (stereo not drawn)	17%	-5%	0%	1%	-5%	-11%	1%	-1%	0%	10%	-5
Oc1c(C(c2cccs2)N2CCN(c3cccc(Cl)c3)CC2)sc2ncnn12 (stereo not drawn)	1%	-6%	-6%	-10%	-3%	-1%	1%	-1%	-8%	4%	-12
CCN(CC)CCCNc1oc(/C=C/c2ccccc2)nc1C#N	·	-12%	-2%	3%	-2%	-16%	-12%	4%	6%	-7%	-13
CC(=O)Oc1ccc(-c2csc(Nc3cccc(C)n3)n2)cc1	?	-70%[inhibitor]	?	13µM*	10µM*	3.2µM*	1%[11.5 µM]	?	2.2µM*	3.4µM*	-2
O=[N+]([O-])c1ccc(N2CCCC2)nc1N1CCCC1	·	-7%	15%	-3%	-1%	26%	-5%	0%	-4%	-3%	-9
COc1ccc(-c2csc(N(CCCN(C)C)C(=O)c3ccc(C)cc3)n2)cc1	-1%	-14%	-2%	-9%	-8%	1%	0%	·	-49%[inhibitor]	1%	11
O=C(CN(C1CCCCC1)S(=O)(=O)c1ccc(Cl)cc1)NCc1ccncc1	10%	-26%	6%	1%	1%	-36%	-6%	-1%	1%	6%	-3
O=C(Nc1cc(Cl)ccc1N1CCOCC1)c1cccnc1	·	-33%	3%	10%	3%	-8%	·	3%	-1%	2%	11
COC(=O)C1=C(C)N=C2SC(C)C(=O)N2C1c1cccc(F)c1 (stereo not drawn)	-2%	-19%	-6%	-2%	-12%	-5%	22%	-20%	1%	-3%	8
O=C1CCCc2oc3c(c21)CCCC3	-1%	8%	2%	-7%	-2%	3%	1%	-1%	-4%	-2%	8
CCc1nnc(NC(=O)C2CCCN2S(=O)(=O)c2ccc(F)cc2)s1 (stereo not drawn)	-4%	-15%	0%	-8%	-2%	18%	2%	1%	-2%	1%	0
O=[N+]([O-])c1ccc(N2CCOCC2)cc1NC(c1ccccc1)c1ccccc1	-19%	-58%	-4%	6%	-9%	3%	-2%	-2%	-2%	-2%	-11
CO/N=C/NC(=O)Cc1cn(-c2ncc(C(F)(F)F)cc2Cl)c2ccccc12	-14%	-50%	-7%	-6%	-9%	7%	8%	3%	-2%	-4%	-10
COc1ccc(OC)c(NC(=O)Cc2c(C(=O)O)n(C)c3ccccc23)c1	?	-16%	10%	-7%	7%	2%	·	-2%	-6%	0%	5
CCN(CC)c1ccc(/C=N/n2nnnc2N)c(O)c1	0%	-52%	18%	19%	?	20%	-4%	19%	20%	?	-24
COc1ccc(NC(=O)CCn2cccc2)cc1	?	17%	-7%	1%	6%	-2%	-5%	4%	-1%	0%	7
Cc1ccc(C(=O)c2coc3cc([N+](=O)[O-])c(O)c([N+](=O)[O-])c23)cc1	?	-43%	1%	0%	0%	?	-22%	24%	0%	?	?
CC(C)Cc1cc(C(=O)NCc2cccs2)no1	-4%	13µM*	?	16µM*	3%	18%	-2%	?	?	15µM*	-19
COc1ccccc1C(=O)N(Cc1ccc(C)o1)C1CCS(=O)(=O)C1 (stereo not drawn)	·	-7%	1%	-5%	-1%	15%	-2%	-5%	-3%	7%	-9
